Source: PubChem BioAssay (Broad Institute)
S100A4 inh HTS – blocks human S100A4 binding to myosin IIA peptide | 0.14% of 360,000 active | S100A4/TAMRA-MyoIIA peptide fluorescence polarization | P26447 | AID 652163 | inhibition, % at 10.7 µM;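 active = mean inhibition of at least 70% across replicates, with every replicate also reaching that level; inconclusive = mean inhibition reaches 70% but some replicates fall short; inactive = mean inhibition below 70%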
Target sequence (P26447 whole entry, looked up): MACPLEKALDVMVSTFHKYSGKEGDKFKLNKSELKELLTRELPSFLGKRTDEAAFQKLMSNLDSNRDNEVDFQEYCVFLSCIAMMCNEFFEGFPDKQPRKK
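Material: human S100A4 monomer with TAMRA-labelled myosin IIA peptide; buffer or medium: HEPES pH 7.2 with CaCl2, KCl, NaCl, DTT, Triton; compound dosing: one concentration per compound; schedule: 5 min incubation before reading; benchmarks: neutral control DMSO, positive control TFP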
PGC1a acetyl inh – lowers PGC1a acetylation signal in U2OS cells; inhibition, % at 15.6 µM; 0.17% of 350,000 active; AlphaScreen anti-acetyl-lysine; with virally co-expressed GCN5 acetyltransferase;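 active = every replicate shows inhibition of at least 40%; inconclusive = mean inhibition at least 40% but some replicate below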;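 also: 0% = neutral control wells and 100% = positive control wells; some results beyond the cut were filed as inactive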
SIRT5 inh – inhibitors of human sirtuin-5 desuccinylase; Q9NXA8; Purified SirT5, succinyl-peptide AMC, trypsin-coupled fluorescence; inhibition, % at 15 µM; 1.1% of 330,000 active; AID 652115; in the data active = inhibition above about 15%; inconclusive = no clear call, values can overlap the other calls
Target sequence (Q9NXA8 whole entry, looked up): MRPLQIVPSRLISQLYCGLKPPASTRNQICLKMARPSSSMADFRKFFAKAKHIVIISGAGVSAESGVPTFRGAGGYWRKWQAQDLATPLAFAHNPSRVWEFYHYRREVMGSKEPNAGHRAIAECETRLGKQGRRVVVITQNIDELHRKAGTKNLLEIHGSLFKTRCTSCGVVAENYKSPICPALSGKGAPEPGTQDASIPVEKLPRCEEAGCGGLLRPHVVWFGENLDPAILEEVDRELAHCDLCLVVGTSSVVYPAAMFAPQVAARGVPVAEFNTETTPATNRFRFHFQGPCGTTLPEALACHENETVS
Statin myotox sup – suppressors of simvastatin-induced myotoxicity in C2C12 myotubes; 0.78% of 330,000 active; rescue of ATP level, % at 7.49 µM; ATP luminescence, 48 h; scaled: DMSO 0, geranylgeraniol control 100;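 active = mean ATP rescue above about 67%, or every replicate alone reaching that limit, limit read from the data, passing the limit was not always enough; inconclusive = no clear call, values can overlap the other calls; inactive = mean under the limit and some replicate under it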;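 also: myotubes were challenged with 10 µM simvastatin during compound exposure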
XiGFP reactiv – X-chromosome reactivation activator; XiGFP mouse fibroblasts, % GFP-positive cells imaging, 3 d; cells co-treated with 5-aza-dC sensitizer; scaled so ellipticine positive control = 100%; activation, % at 7.58 µM; 0.055% of 360,000 active; AID 743238;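 active = mean normalized replicate activation at least 10% and every replicate at or above 10%; inconclusive = only one of the two criteria met; inactive = mean below 10% and not all replicates reach 10%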;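 also: 0% = median of on-plate neutral control wells and 100% = ellipticine 6 µM median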
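System: 68-5-11 XiGFP fibroblast line | Buffer or medium: DMEM containing 5-aza-dC | Compound: Single point | Times: Compounds 3 days, fix/stain 15 min at room temperature | Benchmarks: Positive control ellipticine, 6 µM final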
Cneo AK release – Cryptococcus neoformans lysis via adenylate kinase release. C. neoformans lysis, adenylate kinase release luminescence, 4 h; normalised: neutral wells 0, clomiphene wells 100. lysis activity, % at 15 µM. 0.2% of 360,000 active. AID 651654;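 active = mean lysis activity across replicates of at least 80%, whatever share of replicates individually reach that level; inactive = mean lysis activity below 80%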
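Assay system: Cryptococcus neoformans yeast cells / Dosing: single-point compound dose / Timing: 4 h at 37 °C static, read 1 h later / Measured by: luminescence of released adenylate kinase using an AK detection reagent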
ERAP1 HTS inh – ERAP1 (human) enzyme inhibition | recombinant ERAP1, Leu-AMC fluorescence, 60 min | AID 652197 | 0.15% of 340,000 active | inhibition, % at 10.7 µM | Q9NZ08;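 active = mean replicate inhibition of at least 30%, or all replicates individually reaching that 30% level; inactive = mean below 30% and not every replicate reaching it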;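 also: 0% = neutral control wells and 100% = L-leucinethiol positive control wells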
LGR2 antag – inhibitors of bursicon-induced Drosophila LGR2 receptor cAMP signaling | HEK293 LGR2, CRE-luciferase, bursicon-stimulated, 4 h | inhibition, % at 9.99 µM | 0.35% of 380,000 active;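 active = drop in luminescence signal, shown as inhibition above about 50% in the replicate tests, limit read from the data, passing the limit was not always enough; inconclusive = probably only some replicates passing the limit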;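 also: agonist challenge used bursicon conditioned medium at about half maximal strength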
* marks the source's active call; other numbers are inactive results; ? = inconclusive; nt = no result given; & = joins results of further samples. An excerpt. The share of hits here may be higher or lower than overall.

smiles	Cneo AK release	SIRT5 inh	Statin myotox sup	LGR2 antag	S100A4 inh HTS	XiGFP reactiv	ERAP1 HTS inh	PGC1a acetyl inh
COc1cc(/C=C/C(=O)OCC(=O)NC(=O)NC2CCCCC2)ccc1OC(F)F	-0.8	-1.4	nt	-0.2	-1.2	0.0	1.2	0.2
CN1C(=O)N(C)C(c2cccc([N+](=O)[O-])c2)C2=C1CCCC2=O (centres undefined)	0.1	1.1	15.5	3.1	2.6	0.0	-1.7	nt
CC(=O)C1CCCN(C(=O)c2ccc3nc(Cc4cccc(Cl)c4)oc3c2)C1 (centres undefined)	2.1	-6.1	6.7	-2.3	-8.7	-0.2	-2.7	nt
CC(=O)Nc1cc(-c2ccc(C(=O)N3CCOCC3)cc2)cn2c(-c3ccccc3)cnc12	-9.9	2.0	10.8	-10.9	7.1	0.4	-2.4	-2.9
C[C@H]1CCCCO[C@@H](CN(C)C(=O)Nc2ccc(C(F)(F)F)cc2)[C@@H](C)CN([C@@H](C)CO)C(=O)c2cc(NC(=O)CCC(F)(F)F)ccc2O1	0.1	-3.6	nt	?	-1.9	?	-1.0	11.6
CC(C)CN(C(=O)CN1C(=O)C2CCCCC2C1=O)c1c(N)n(Cc2ccccc2)c(=O)[nH]c1=O (centres undefined)	7.7	-1.7	-3.9	3.5	-3.6	0.0	1.0	nt
CC(CCc1ccccc1)NC(=O)COC(=O)c1cccn1C (centres undefined)	1.5	-1.3	5.6	-1.1	0.2	-0.1	1.4	nt
CC(C)CCN1CCC[C@]2(N[C@H](c3ccccc3)[C@@H]3C(=O)N(Cc4ccccc4)C(=O)[C@@H]32)C1=O	-0.2	1.0	10.0	-12.7	7.1	0.1	0.0	-0.1

Retrieved one by one from the entries so far:
smiles	Cneo AK release	SIRT5 inh	Statin myotox sup	LGR2 antag	S100A4 inh HTS	XiGFP reactiv	ERAP1 HTS inh	PGC1a acetyl inh
CC(C)CN(C(=O)CN1C(=O)C2CCCCC2C1=O)c1c(N)n(Cc2ccccc2)c(=O)[nH]c1=O (centres undefined)	7.7	-1.7	-3.9	3.5	-3.6	0.0	1.0	nt
CC(CCc1ccccc1)NC(=O)COC(=O)c1cccn1C (centres undefined)	1.5	-1.3	5.6	-1.1	0.2	-0.1	1.4	nt
CN1C(=O)N(C)C(c2cccc([N+](=O)[O-])c2)C2=C1CCCC2=O (centres undefined)	0.1	1.1	15.5	3.1	2.6	0.0	-1.7	nt

Additional records follow.
smiles	Cneo AK release	SIRT5 inh	Statin myotox sup	LGR2 antag	S100A4 inh HTS	XiGFP reactiv	ERAP1 HTS inh	PGC1a acetyl inh
CCOc1ccc(CCNC(=O)C2CCCN(S(=O)(=O)N3CC(C)CC(C)C3)C2)cc1OCC (centres undefined)	-1.2	-0.7	-3.8	-14.8	-1.6	0.1	-0.4	0.9
c1ccc(CNc2nc(-c3cccs3)nc3ccccc23)cc1	nt	-1.3	nt	nt	-4.6	0.0	0.0	-11.0
Cc1ccc(OCCOc2cccc3ccc(C)nc23)c([N+](=O)[O-])c1	0.1	2.3	-11.4	-10.6	2.2	0.0	0.3	nt
Cn1c(=O)c2c(nc(NCc3ccc4c(c3)OCO4)n2C)n(C)c1=O	-11.1	nt	8.9	-4.2	nt	nt	nt	19.1
Cc1ccn2c(=O)c(C(=O)NCCN3CCOCC3)c(O)nc2c1	-1.5	-2.4	0.5	1.1	-3.3	0.0	-3.6	7.2
CCN1CCc2c(OCC(=O)Nc3cccc(C)c3C)cccc2C1=O	nt	-9.7	nt	1.2	-6.0	0.0	-0.9	nt
CCC(=O)Nc1ccc2c(c1)OC[C@@H](C)N(Cc1cncnc1)C[C@H](C)[C@@H](OC)CN(C)C2=O	-0.1	-2.3	-0.2	-5.1	0.0	0.5	-2.7	-6.6
CCC(=O)Nc1cc2c3c(c1)CCN3C(=O)CC2	0.2	1.0	-6.4	-2.7	2.0	0.0	0.9	4.6
CCCNC(=O)c1onc(CSc2ccc(Cl)cc2)c1C(=O)NCCOC	1.9	nt	-16.0	0.4	nt	0.0	nt	0.2
Cc1ccc(-c2ccc([C@H]3[C@@H](CO)N4C(=O)CN(C(=O)CN5CCOCC5)C[C@@H]34)cc2)cc1	nt	-4.5	nt	2.1	-1.5	0.3	0.1	-5.1
O=C(N[C@H]1CC[C@H](CCNC(=O)c2ccccc2F)O[C@@H]1CO)c1ccc2c(c1)OCO2	-1.4	-1.6	0.0	6.9	-8.7	0.4	-4.6	1.2
O=C(c1cn(Cc2ccccc2)nc1-c1ccccc1)N1CCN(c2ccccn2)CC1	nt	-1.1	-18.0	-2.3	-0.5	0.3	-1.7	-20.0
COc1nc(NCCc2ccc(OC)c(OC)c2)nc(Nc2ccccc2)n1	1.2	2.7	-13.9	-1.8	-3.8	0.0	-2.1	-10.6
Cc1ccc(C(=O)Nc2nn(C)c3cccc(F)c23)cc1	-2.2	-0.2	3.6	-28.8	-0.5	0.1	-1.0	-0.1
CC(=O)Nc1ccc(N(C(=O)c2ccco2)C(C(=O)NC2CCCC2)c2ccncc2)cc1 (centres undefined)	2.6	-3.0	-4.4	-2.9	-1.6	0.0	-2.3	nt
Cc1ccc(S(=O)(=O)NCC2NCCc3ccccc32)cc1 (centres undefined)	-2.8	11.9	3.7	19.4	0.3	0.0	-1.5	48.6
CCCC(C(=O)NCCC(C)C)N(Cc1ccccc1Cl)C(=O)c1snc(C(N)=O)c1N (centres undefined)	1.2	-0.9	-31.4	23.6	-0.8	-0.1	-1.9	nt
NC(N)=N/N=C/c1ccc(OS(=O)(=O)c2ccccc2)cc1	-0.9	-1.0	nt	-6.3	-4.3	0.1	-22.6	nt
Cc1cc(C(=O)Nc2cccc3c2O[C@H](CN(C)C(=O)Nc2ccc(F)cc2)[C@@H](C)CN([C@@H](C)CO)C3=O)n(C)n1	0.0	-2.9	-24.3	-18.3	-8.6	-0.1	0.7	8.5
CC(NC(=O)COc1ccccc1F)C1CC2CCC1C2 (centres undefined)	nt	0.2	nt	8.0	1.0	0.0	-2.3	nt
Cc1ccccc1N(C)C(=O)C1CCCN(c2ncnc3c2nc2n3CCCCC2)C1 (centres undefined)	2.2	-1.8	4.2	-13.1	-0.8	0.1	1.2	-4.6
C#CCNC(=O)C1=C[C@H](c2ccc(C(F)(F)F)cc2)[C@@H](CCCO)[C@H](OCC)O1	6.8&1.9	0.4&-1.5	1.9	14.6	-63.3&10.4	0.0	-1.3&-3.8	-4.1
O=c1cc[nH]c2ccc([N+](=O)[O-])cc12	nt	3.6	nt	-25.2	-2.5	0.0	0.0	2.1
CCOC(=O)c1c(NC(=S)N2CCN(C)CC2)sc2c1CCN(C(=O)OCC)C2	-1.0	-0.5	nt	6.3	0.7	0.0	nt	-2.1
Cc1cc(-c2nnc(CCC(=O)NC(C)c3ccccc3Cl)o2)no1 (centres undefined)	nt	-3.4	nt	4.1	-4.9	0.3	3.8	nt
COc1cccc(NC(=O)c2ccc(C(=O)c3ccccc3)o2)c1	-2.6	0.0	-13.2	-43.8	-2.6	0.2	-1.2	11.6
Cc1cccc(NC(=O)CN(CC2CCCO2)C(=O)c2oc3ccccc3c2C)c1C (centres undefined)	0.2	-1.7	6.9	6.0	-0.1	0.1	0.6	-5.4
Cc1[nH]c(C)c(S(=O)(=O)NCc2ccc(Cl)cc2)c1C(=O)N1CCCC1	0.7	-7.0	-0.9	5.4	6.1	0.0	0.7	1.7
CN(C)S(=O)(=O)N1CCC(n2nccc2NC(=O)CCc2ccccc2)CC1	1.9	-0.1	-10.7	-14.2	-4.1	-0.1	-3.3	-10.4
COc1ccc(C(=O)NCCC2=CCCCC2)cc1S(=O)(=O)N1CCOCC1	1.1	3.5	-3.0	5.4	1.4	0.1	3.0	nt
CCCCCCCN1C(Nc2ccccc2)=NC[C@@H]1Cc1ccccc1	1.5	-3.6	nt	44.3	-1.6	0.0	-2.0	-13.3
CO[C@@H]1CN(C)C(=O)c2ccc(NC(=O)Nc3ccccc3Cl)cc2OC[C@@H](C)N(C)C[C@H]1C	2.0	-6.0	15.3	7.5	-1.1	0.3	1.6	-2.2
C[C@@H]1CCCCO[C@H](CN(C)C(=O)Cc2ccccc2)[C@@H](C)CN([C@@H](C)CO)C(=O)c2cc(NC(=O)Nc3ccc4c(c3)OCO4)ccc2O1	-1.8	3.3	nt	33.6	-4.5	-0.8	-3.6	3.1
c1ccc2c(Nc3ccc4c(c3)OCCO4)c3c(nc2c1)CCC3	nt	3.0	nt	6.5	2.6	0.0	3.7	nt
Cc1ccc(SCC(=O)Nc2ccc(N3CCOCC3)cc2)cc1C	-0.9	0.8	5.5	-13.7	-1.7	0.1	1.5	1.5
ClC1(Cl)CC1Cn1cnc2ccccc21 (centres undefined)	2.8	0.1	6.1	22.8	1.6	0.2	-2.7	4.2
CCC[C@H]1CC(=O)C=C(c2ccsc2)ON1C(=O)OC(C)(C)C	-2.8	21.5*	-8.6	3.1	-4.1	0.3	-1.8	1.1
COc1cc(NS(=O)(=O)c2ccc(NC(=S)NC(=O)c3ccc(Br)cc3)cc2)ncn1	-5.2	-3.3	18.1	-3.5	-5.6	0.0	-1.0	nt
Cc1csc(SCCn2c(Br)nc3c2c(=O)[nH]c(=O)n3C)n1	0.9	-4.5	2.8	-8.5	-2.0	nt	2.7	-10.1
N=c1oc2ccccc2cc1C(=O)Nc1cccc(F)c1	-1.1	12.0	4.2	-65.1	-10.4	0.1	-7.1	6.2
COC(=O)CCC(=O)Nc1ccc(S(=O)(=O)Nc2nc(C)cc(C)n2)cc1	-1.0	-2.6	5.2	-10.2	-9.3	-0.1	-1.5	-6.2
COc1ccc(-c2noc3c2-c2nc(-c4cccc(C)c4)sc2CC3)cc1	1.3	nt	-1.7	-2.8	-7.3	0.0	-0.1	2.6
Oc1ccc(N=Cc2ccc(OCc3ccccc3)cc2)cc1	-0.2	0.4	13.9	-49.6	26.8	0.2	2.3	-1.9
